Assay outcomes deposited in PubChem BioAssay by several laboratories.
Myeloid diff 2 – myeloid differentiation induction; ER-HoxA9 myeloid progenitors, lysozyme-GFP differentiation, flow cytometry; calls only at 10 µM; 1% of 360,000 active; AID 624256;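 active = normalized GFP-positive differentiation at or above the plate's own cutoff, the solvent-only control mean plus 3 SD; inconclusive = no clear call, values can overlap the other calls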;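 also: cells exposed to compound for four days before flow analysis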
Lipid droplet – modulators of hepatic lipid droplet formation. inhibition, % at 6.5 µM. AID 1656. AML12 mouse hepatocytes, oleate lipid droplets, BODIPY imaging. 0.4% of 240,000 active;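 active = lipid droplet intensity inhibited by at least 50%, with more than 500 cells counted; inconclusive = wells with under 300 cells, treated as cytotoxic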
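Assay system: AML12 mouse liver cells | Compound dosing: One dose, 6.5 µM compound | Read-out basis: Droplet intensity reduction, % inhibition | Measured by: Fluorescence imaging, 20x objective, two fields per well | Schedule: Overnight treatment with compound plus oleate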
West Nile antiviral – inhibition of WNV-induced cytopathic effect – cell-based, CPE readout (AID 1621) | 0.02% of 290,000 active | CPE inhibition, % at 10 µM; hits with a dose series show IC50 in µM | West Nile virus-infected cells, CPE inhibition; higher % means a stronger effect; in the data active = a potency from the dose series; inconclusive = CPE inhibition mostly from about 3.7% at the one dose, without a potency; inactive = the rest, 99 in 100 with CPE inhibition below about 2.2%; also: strong numbers were not always called active
Autophagy mod – modulators of autophagy | MEF GFP-LC3 puncta imaging; test concentration mostly 10 µM | calls only at 10 µM (by protocol) | 0.98% of 190,000 active | AID 463193;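 active = percentage of spot-positive cells more than 3 SD above its plate mean, without a fluorescence outlier flag or 80% toxicity; inconclusive = no clear call, values can overlap the other calls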;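 also: spot-positive cell cutoff set from DMSO-treated cells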
b-catenin transl – alters nuclear translocation of beta-catenin in HeLa cells; immunofluorescence imaging; nuclear translocation activity, % at 5 µM; 0.3% of 190,000 active; AID 1665;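 active = nuclear translocation activity above 50% at 5 µM, with a well cell count of 50 or more; inconclusive = wells under 50 cells across six images, flagged as toxic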;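 also: per-cell ratio of nuclear to cytoplasmic median beta-catenin stain intensity; plate controls were DMSO negative control for no effect and GSK-3 inhibitor IX positive control for full effect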
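Assay system: human HeLa cells, native beta-catenin; doses: 5 µM primary, 0.02–20 µM confirmation; incubation: compound treatment 24 h, 37°C, 5% CO2; technique: fluorescence imaging of beta-catenin antibody stain plus DAPI; measure: % activation, nuclear-to-cytoplasmic median beta-catenin signal ratio per cell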
MT stabilize HCS – stabilizes microtubules in HeLa cells; 0.83% of 200,000 active; % tubulin-high responders, % at 10 µM; AID 2205; HeLa tubulin immunostaining HCS, 24 h; share of cells brighter than vehicle mean+2SD;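 active = plate Z-score above 3 for both tubulin-high and condensed-nucleus cell shares, with cell loss under 80%, at 10 µM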;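 also: anti alpha tubulin signal scored within the nucleus-defined area of each cell; some results filed as inactive read as strong as hits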
T cell HTS – T cell immune modulators affecting CD8 T cell-vesicle binding; 2C CD8+ T cell-vesicle binding, flow cytometry; active compounds read low; calls only at 7 µM; 0.068% of 330,000 active; AID 2052;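 active = response, share of CD8 T cells binding vesicles, and their 90th percentile fluorescence all below set limits, cut at about 80% in these data, passing the limit was not always enough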
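Test system: purified 2C TCR transgenic mouse naive CD8+ T cells. Probe or stimulus: QL9-peptide-loaded Drosophila micro-vesicles bearing Ld, ICAM-1 and B7-1. Incubation: binding step 1.5 h, 37 °C, antibody labelling 20 min, ice. Measured by: flow cytometry of vesicle-bound cells.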
WT yeast gro inh – growth inhibition of WT yeast, mitochondrial fusion screen; mitochondrial fusion phenotypic screen, WT strain; inhibition, % at 10 µM; 2.1% of 190,000 active; in the data active = inhibition above about 58%; tested in S. cerevisiae
Ins promoter up – MIN6 insulin promoter up-regulation. 0.3% of 190,000 active. z-score at 5 µM. MIN6 insulin promoter-GFP reporter, high-content imaging; active compounds read high;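 active = z-score above 3 at 5 µM with at least 500 cells counted in the well; inconclusive = wells under 500 cells, flagged as cytotoxic or low count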
WT yeast gro inh mutant strain – also measured in WT yeast gro inh; calls as there; inhibition, %; mitochondrial fusion phenotypic screen, mutant strain inhibition
Ins promoter up cell count – further read-out of Ins promoter up, marked with its call; cell count; measured here: cytotoxicity, nuclei count;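 total cells summed across four imaged fields per well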
Lipid droplet cells 6.5 µM – second read-out of Lipid droplet, no call of its own (marks repeat the call); cell count; measured here: cell count, cytotoxicity flag;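 cells counted across two imaged fields per well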
b-catenin transl cell count 5 µM – also measured in b-catenin transl; calls as there; cell count; measured here: cell count, cytotoxicity flag
T cell HTS vesicle-bound % – recorded beside T cell HTS, whose call it bears; double positive events, %; measured here: CD8+ vesicle-bound cell fraction;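 binding gate set so that unloaded-vesicle control wells show 10% double positive cells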
MT stabilize HCS Hoechst-high % – also measured in MT stabilize HCS; calls as there; % Hoechst-high responders; measured here: nuclear condensation Hoechst responders;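 share of cells brighter than vehicle mean plus two SD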
MT stabilize HCS cytotoxicity % – second read-out of MT stabilize HCS, no call of its own (marks repeat the call); toxicity, %; measured here: cytotoxicity by cell density;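 0% = mean cell density of plate MIN control wells and 100% = no cells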
Autophagy mod cell loss 18 h – second read-out of Autophagy mod, no call of its own (marks repeat the call); toxicity, %; measured here: cell loss, nuclei count;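 cell loss after 18 h compound exposure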
Myeloid diff 2 GFP+ MAC1+ % – recorded beside Myeloid diff 2, whose call it bears; GFP+ MAC1+ double positive, %; measured here: differentiation confirmed by MAC1 staining
Starred values were filed as active, the others as inactive; i = inactive; ? = inconclusive; nt = no result given.

SMILES	Myeloid diff 2	Myeloid diff 2 GFP+ MAC1+ %	Lipid droplet	Lipid droplet cells 6.5 µM	West Nile antiviral	Autophagy mod	Autophagy mod cell loss 18 h	b-catenin transl	b-catenin transl cell count 5 µM	MT stabilize HCS	MT stabilize HCS Hoechst-high %	MT stabilize HCS cytotoxicity %	T cell HTS	T cell HTS vesicle-bound %	WT yeast gro inh	WT yeast gro inh mutant strain	Ins promoter up	Ins promoter up cell count
CCN(CC)C(=O)CSc1nc2sc3c(c2c(=O)n1CCCOC)CCC3	i	0.1	-2	792	-0.3%	nt	nt	nt	nt	nt	nt	nt	i	25	nt	nt	nt	nt
COc1cc(-c2nnc(SCc3cc(=O)oc4cc(O)c(O)cc34)o2)cc(OC)c1OC	i	1.3	-24	747	1.1%	i	-6	1.7	1166	1.5	1.4	8.0	i	46	18	19	0.96	874
FC(F)Oc1ccc(NC(=S)NC2CCSc3ccccc32)cc1 (stereo unspecified)	?	nt	-19	648	-1.2%	nt	nt	nt	nt	nt	nt	nt	i	11	nt	nt	nt	nt
COc1cc(NC(=O)c2ccc([N+](=O)[O-])cc2)c(OC)cc1NC(=O)CC(C)C	i	0.1	3	755	-0.1%	i	-30	-1.0	1092	1.5	2.2	3.4	i	21	12	0	0.72	1203
CCOC(=O)C1CCCN(Cc2ccc(OCc3ccccc3)cc2)C1 (stereo unspecified)	i	0.5	-21	846	-0.1%	nt	nt	nt	nt	nt	nt	nt	i	12	nt	nt	nt	nt
COc1ccccc1OCCOCCn1cnc2ccccc2c1=O	i	0.6	-8	743	-0.3%	i	6	nt	nt	1.8	0.1	52	i	25	-7	-4	1.4	1233
O=[N+]([O-])c1cnc(N2CCCCC2)c([N+](=O)[O-])c1	i	0.6	19	552	-0.1%	i	2	0.0	935	4.7	2.9	4.6	i	42	-5	-2	0.08	1266
Cc1ccc2c(C)nc(N/C(N)=N/S(=O)(=O)c3ccccc3)nc2c1	i	0.5	-4	716	-0.3%	nt	nt	nt	nt	nt	nt	nt	i	65	nt	nt	nt	nt
CC(/C=C/c1cccc([N+](=O)[O-])c1)=N\NC(=O)c1ccncc1	i	1.0	4	651	0.0%	i	9	-1.1	559	1.3	4.3	2.4	i	53	-13	-9	0.36	1224
Cc1ccc(N(CC(=O)NC2CCCC2)C(=O)c2ccc(C)s2)cc1	i	0.9	3	609	-1.6%	i	5	0.6	1404	7.1	1.5	8.0	i	25	18	-5	-0.36	1429
Cc1cc2nn(-c3ccc(Cl)cc3)nc2cc1N	i	0.2	62*	809*	0.0%	nt	nt	nt	nt	nt	nt	nt	i	50	nt	nt	nt	nt
CCn1c(=O)c2c(nc3n2CCN3c2ccccc2)n(C)c1=O	i	0.5	4	685	-0.4%	i	10	-0.9	1111	2.7	2.1	4.0	i	20	-14	-10	nt	nt
COc1ccc(Nc2nc3ccc(C)cc3n3cnnc23)cc1Cl	i	0.8	38	852	0.7%	nt	nt	nt	nt	nt	nt	nt	i	50	nt	nt	nt	nt
CCOC(=O)N/N=C/c1ccc(C)o1	i	6.6	nt	nt	0.0%	i	0	-0.4	1372	0.9	1.3	7.4	i	26	9	8	-0.62	1516
COc1ccc(NC(=O)c2ccc(NC(=O)c3cccs3)cc2)cc1	i	0.5	2	864	?	nt	nt	nt	nt	nt	nt	nt	i	3	nt	nt	nt	nt
Cc1ccc(S(=O)(=O)N/N=C/c2cccc3nccnc23)cc1	i	0.4	-2	704	-0.5%	nt	nt	-2.7	1077	nt	nt	nt	i	35	nt	nt	0.24	1483
COc1ccc(/C=C(\NC(=O)c2ccc([N+](=O)[O-])cc2)C(=O)NCCN2CCOCC2)cc1	i	0.7	-1	864	0.5%	nt	nt	nt	nt	nt	nt	nt	i	23	nt	nt	nt	nt
COc1ccc2oc(=O)c(C(=O)N3CCCC3)cc2c1	i	0.5	18	640	-0.3%	i	-8	0.5	1525	3.4	2.1	2.3	i	49	-18	-4	1	1472
CCOC(=O)CNC(=O)N1CCCC(C(=O)c2cccc(Cl)c2)C1 (stereo unspecified)	i	0.4	-13	614	0.2%	i	-10	-0.3	1460	2.0	1.7	1.1	i	53	-5	-18	0.14	1053
CCC(O)(CC)C(=O)NN(C(=O)Nc1csc2c1CCCC2)c1ccccc1	i	0.5	9	759	-0.5%	i	28	-5.5	618	3.7	0.9	9.4	i	55	-4	-4	0.28	1137
O=C(O)C1C2C=CC(O2)C1C(=O)Nc1ccc(S(=O)(=O)N2CCc3ccccc32)cc1 (stereo unspecified)	i	4.7	4	749	0.2%	i	4	4.1	907	2.7	2.1	7.8	i	35	12	20	0.19	1235
Cc1c(C)c2ccc(OS(C)(=O)=O)c(C)c2oc1=O	i	0.4	-7	620	-0.8%	i	11	-0.9	789	3.6	2.1	7.3	i	32	4	-24	-0.55	2113
CCOCCCNC(=S)Nc1ccc(S(N)(=O)=O)cc1	i	0.3	13	545	0.6%	i	-17	nt	nt	1.5	3.1	9.9	i	36	-14	-7	0.94	1189
Cc1ccc(N2C(=O)N(CC(=O)NC(N)=O)C(=O)C2C)cc1 (stereo unspecified)	i	0.3	-2	688	-0.2%	i	-1	0.5	1113	8.5	1.2	4.9	i	14	-21	9	nt	nt
O=C(OCC(=O)N1CCc2ccccc21)c1cccnc1	i	0.9	-10	767	0.9%	i	6	-5.1	1031	1.3	1.7	5.2	i	12	-1	-8	0.19	727
O=C(/C(=C/c1ccccc1)c1ccccc1)N1CCCCC1	i	1.4	nt	nt	0.1%	i	8	0.4	1420	1.8	1.4	6.2	i	9	7	-28	0.15	1557
CCS(=O)(=O)N1CCN(S(=O)(=O)c2ccc(F)cc2)CC1	i	0.7	8	743	0.2%	i	2	0.3	1137	3.3	1.9	3.0	i	11	-31	5	nt	nt
COc1ccc(-n2c(CN3CCN(c4ccccn4)CC3)nc3ccc([N+](=O)[O-])cc3c2=O)c(OC)c1	i	0.3	-14	731	-1.1%	i	8	-2.4	1123	2.9	1.5	9.5	i	29	9	18	0.43	1147
CN(C)CCCOC(=O)c1ccc(Cl)cc1	i	0.7	3	773	nt	i	-9	-4.3	1222	2.7	2.1	4.1	i	21	-18	5	-0.13	1281
COc1ccccc1NC(=O)NN1CCCCC1	i	0.9	-3	802	-0.8%	nt	nt	nt	nt	nt	nt	nt	i	39	nt	nt	nt	nt
Cc1ccc(C2(CCNCc3ccco3)CCOC(C(C)C)C2)cc1 (stereo unspecified)	i	0.2	-1	737	-0.8%	nt	nt	0.5	1264	nt	nt	nt	i	44	nt	nt	-1.2	1093
Nc1ccc(C(=O)N2CCCC2)cc1	i	0.8	-2	751	-0.4%	i	-3	-1.5	561	3.3	1.5	5.1	i	57	-10	9	nt	nt
COc1cc(C2C3=C(CC(C)(C)CC3=O)NC3=C2C(=O)c2ccccc23)ccc1O (stereo unspecified)	i	0.5	-32	616	-0.9%	i	5	1.6	1046	2.2	2.4	10	i	63	-10	10	nt	nt
COc1ccc(C2CC(c3ccc(C)cc3)=NN2C(=O)c2ccccc2)cc1 (stereo unspecified)	i	1.0	0	852	0.2%	nt	nt	nt	nt	nt	nt	nt	i	32	nt	nt	nt	nt
COc1ccc2cc(/C=N/NC(=O)c3ccc(CN(c4cccc(Cl)c4Cl)S(C)(=O)=O)cc3)c(Cl)nc2c1	i	0.7	41	773	-0.7%	i	4	6.7	444	2.5	2.9	10	i	49	0	-9	-0.92	966
Clc1ccccc1-c1nc(/C=N/N2CCOCC2)c2ccccn12	i	1.0	1	676	-0.2%	i	2	0.6	1042	5.1	2.3	2.5	i	30	-10	2	0.23	1283
CCOC(=O)N1CCN(c2c(-c3ccc(C)cc3)c(=O)c2=O)CC1	i	0.1	-2	737	1.3%	i	6	-1.8	1158	2.3	1.3	0.3	i	15	-7	17	-0.03	1210
O=C(NCCc1ccccc1)C1(S(=O)(=O)c2ccc(Cl)cc2)CC1	i	0.4	-9	827	-0.7%	nt	nt	nt	nt	nt	nt	nt	i	32	nt	nt	nt	nt
O=C(Nc1cccnc1)c1coc(=O)c2ccccc12	i	0.7	-1	689	0.8%	i	-9	-0.1	1049	5.1	2.5	10	i	22	4	-2	0.46	1786
CNc1c(-n2cc(C(=O)OC)c(C(=O)OC)c2C(=O)OC)c(=O)n(C)c(=O)n1C	i	0.2	-2	835	-0.7%	nt	nt	nt	nt	nt	nt	nt	i	57	nt	nt	nt	nt
Cc1ccc(C(=O)NC(Cc2c[nH]c3ccccc23)C(=O)O)cc1 (stereo unspecified)	i	1.5	-4	778	0.3%	i	-11	-3.6	1201	2.4	1.1	8.5	i	49	8	3	0.1	963
COC(=O)c1cccc(NC(=O)CSc2nnc(COc3ccccc3)n2C)c1	i	1.0	0	694	0.4%	i	6	0.1	1076	3.2	1.4	1.0	i	14	-13	0	0.88	1084
